# Source: PubChem (NMMLSC)
# S aureus QS inh: S. aureus quorum sensing inhibition | S. aureus RN6390 RNAIII-GFP reporter, AIP-induced, flow cytometry 3 h | inhibition, % at 2 µM | actives 0.3% (n = 24,000);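 active = share of bacteria positive for the green fluorescent reporter and its mean brightness both inhibited by 50% or more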;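 also: 0% = AIP-stimulated control and 100% = unstimulated bacteria without AIP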
# S aureus QS inh GFP MFI %: also measured in S aureus QS inh; calls as there; inhibition, %; measured here: inhibition of GFP MFI
# * hit, by the source's call. An excerpt (hit frequency here may not be typical).
S aureus QS inh,S aureus QS inh GFP MFI %,SMILES
-5,-8,CCC(=O)NCCSc1c[nH]c2ccccc12
-5,-158,CCOC(=O)N1CCC(NC(=O)Cn2cc3c(n2)CCC(C)C3)CC1 (stereo not drawn)
0,1,COc1ccccc1CNC(=O)c1cc2c(=O)n(C)c3ccccc3c2n1C
0,2,CC(C)(C)SCCNC(=O)COc1ccccc1
-6,-9,N#CCSc1nc2ccccc2c(=O)n1CCC(=O)NC1CCCCC1
2,10,Cc1cccn2c(=O)c3cc(C(=O)NC4CCCC4)c(=N)n(C4CCCC4)c3nc12
0,-7,CN1CCCN(CC(O)COCc2cccs2)CC1 (stereo not drawn)
3,17,COC(=O)C1=C(N)Oc2cc(C)[nH]c(=O)c2C1c1cc(OC)c(OC)c(OC)c1 (stereo not drawn)
9,19,CCCNC(=O)c1ccc(CNc2c(N3CCC(C(=O)OCC)CC3)c(=O)c2=O)cc1
-4,-31,Cn1cccc1-c1nc2ccc(NC(=O)c3ccco3)cc2[nH]1
5,16,Cc1cc(NC(=O)c2ccccc2Oc2ccccc2)no1
-8,-16,COCCN1Cc2cccc(C(=O)NCc3ccc4c(c3)OCO4)c2C1=O
19,45,CCOC(=O)Cc1nnc(Nc2cccc(O)c2)c2ccccc12
-2,-13,O=C1NC(c2cccnc2)C(C(=O)c2cccs2)C(O)(C(F)(F)F)N1 (stereo not drawn)
1,32,CC(=O)NCC(=O)NC(C(=O)Nc1ccc2c(c1)OCCO2)c1ccc(C)cc1 (stereo not drawn)

# Following part
S aureus QS inh,S aureus QS inh GFP MFI %,SMILES
22,30,O=C(C1CCN(S(=O)(=O)c2ccc(Br)s2)CC1)N1CCc2ccccc21
3,7,Cc1cc(Nc2ccc(F)cc2Cl)n2nc(C)nc2n1
2,9,CCN(CC)C(=O)c1ccc(O)c(OC)c1
-3,-9,COc1ccc(Cl)cc1N(C)C(=O)CCNC(=O)Cn1cnc2ccccc2c1=O
0,8,CC(=O)Oc1ccc(CCC(C)OC(C)=O)cc1 (stereo not drawn)
-7,-37,Cc1ccnc(NC(=O)CCc2c(C)nc3ncnn3c2C)c1
-1,1,COc1cc(C)c(N)cc1C(C)C
0,-5,Cc1ccc(-c2nc(CS(=O)CC(=O)NCCN(CC(C)C)CC(C)C)c(C)o2)cc1 (stereo not drawn)
-2,-6,CCOC(=O)c1[nH]c(C)c(C(=O)NC)c1C
3,16,CCCN1C2=C(C(=O)CCC2)C(c2ccc(O)c(Br)c2)C2=C1CCCC2=O
-9,-42,COc1cccc(CNC(=O)C2CCN(S(=O)(=O)c3ccc4c(c3)CCC(=O)N4)CC2)c1
-2,-7,c1ccc2c(c1)CC(N1CCCCC1)c1ccccc1N2 (stereo not drawn)
-3,-4,COc1ccc(S(=O)(=O)Cc2ccc(C(=O)N3CCN(C(=O)c4ccco4)CC3)o2)cc1
-1,-8,CCC(Sc1ncnc2c1nnn2-c1ccc(F)cc1)C(=O)OC (stereo not drawn)
0,4,O=C1c2ccccc2C(Nc2cccc(C(F)(F)F)c2)N1Cc1ccco1 (stereo not drawn)

# Additional compounds follow:
S aureus QS inh,S aureus QS inh GFP MFI %,SMILES
1,17,Cc1nn(C(=O)c2ccc3c(c2)OCO3)c(N)c1-c1ccccc1
0,8,CN(CC(=O)N1CCN(c2ccc(F)cc2)CC1)S(=O)(=O)c1ccc(F)cc1
20,38,COc1ccc(Cl)cc1NC(=O)CN1C(=O)CCS(=O)(=O)c2ccccc21
0,-4,CCOc1ccc(N(C(C)C(=O)NC2CCCCCC2)S(C)(=O)=O)cc1 (stereo not drawn)
-3,-21,Cn1c(=O)[nH]c(=O)c2[nH]c(NCCCN3CCOCC3)nc21
2,13,COc1ccccc1N1CCN(Cc2nc(N)nc(Nc3ccc(C)c(Cl)c3)n2)CC1
-1,-8,COc1ccc(CNC(=O)c2cc3c(=O)n4ccccc4nc3n(Cc3ccco3)c2=N)cc1
-4,4,O=C(CCn1c(=O)c2sccc2n(CC(=O)OCc2ccccc2)c1=O)NCc1ccco1
0,5,CC(Oc1ccccc1)C(=O)Nc1oc(-c2ccco2)c(-c2ccco2)c1C#N (stereo not drawn)
-1,1,N#Cc1c(-c2ccc3c(c2)OCO3)csc1N
19,32,CCOc1ccc(S(=O)(=O)N2CCc3ccccc3C2)cc1
3,6,Cc1ccc(Cl)cc1N1CCN(S(=O)(=O)c2cnc[nH]2)CC1
4,28,CCOc1ccc(NC(=O)N(C2CCCCCC2)C2CCN(C(C)=O)CC2)cc1
-2,1,CCCS(=O)(=O)NCc1ccc2c(c1)cc(C)n2C
0,12,O=C(NCc1cccnc1)c1ccc(=O)oc1

# Later entries.
S aureus QS inh,S aureus QS inh GFP MFI %,SMILES
-2,-11,COc1ccc(-n2nc3c(c2NC(=O)C2CC2)CS(=O)C3)cc1 (stereo not drawn)
-2,-9,CCOc1ccc2oc(-c3ccccc3)c(C(=O)N3CCN(CCO)CC3)c2c1
0,10,CC12CCC(C(=O)O)(c3nc(C#N)c(C#N)nc31)C2(C)C (stereo not drawn)
-2,-13,CCOC(=O)c1[nH]c2ccc(OC)cc2c1NC(=O)CCN1CCC(C)CC1
-2,0,Nc1nc(SCCOc2ccccc2)n[nH]1
2,12,O=S(=O)(c1cc(Cl)ccc1Cl)N1CCN(Cc2ccc3c(c2)OCO3)CC1
3,9,COc1cc2[nH]c(=O)n(CCC(=O)NC3CCN(Cc4ccccc4)CC3)c(=O)c2cc1OC
-1,-6,O=C(O)[C@@H]1CCCN1c1ncnc2sc3c(c12)CCC3
19,27,COc1ccc(S(=O)(=O)Cc2ccc(C(=O)NCCCN(C)c3ccccc3)o2)cc1
0,12,CCCCN=C(N)/C(C(=O)OCC)=C(\O)c1ccc(OC)cc1
-2,2,O=C(NCCN1CCOCC1)c1ccc(CS(=O)(=O)c2ccc(Br)cc2)o1
-6,-17,CCN(CC(=O)Nc1ccc2c(c1)OCCO2)Cc1cc(=O)oc2cc(C)c(C)cc12
1,10,Cc1nc2ccc(S(=O)(=O)NCC(=O)N3CCCCC3)cc2s1
-1,-4,CCOC(=O)c1ccccc1NC1CC(=O)N(c2ccccc2C)C1=O (stereo not drawn)
-2,6,COc1ccc(C)cc1NC(=O)CN(C)S(=O)(=O)c1cccs1

# Continuation.
S aureus QS inh,S aureus QS inh GFP MFI %,SMILES
-2,-6,CCCNCC(O)COc1ccccc1C(=O)CCc1ccccc1 (stereo not drawn)
-3,-5,CC(=O)OC(Cn1ccnc1)c1ccccc1 (stereo not drawn)
0,-1,COc1ccc(NC(=O)Nc2ccccc2C)c(OC)c1
2,9,CN1CCN(CCCN2c3ccccc3Sc3ccc(Cl)cc32)CC1
-2,-5,COc1cc(C2=NOC(C(=O)NCc3ccco3)C2)cc(OC)c1OC (stereo not drawn)
0,-9,CC(=O)Nc1ccc(S(=O)(=O)n2nc(C)cc2C)cc1
3,7,CCc1ccc(NC(=O)Nc2cccs2)cc1
-1,0,Cn1nc(-c2ccc(Cl)cc2)c2cc(C(=O)N3CCN(c4ccccc4)CC3)sc21
0,8,C=CCSc1nnc(-c2ccccc2NC(C)=O)c(=O)[nH]1
-1,3,Cc1ccc(S(=O)(=O)N2CCN(C(=O)CSc3nnnn3C)C2)cc1
5,5,COc1cc(SC)ccc1C(=O)Nc1ccon1
-8,-14,CCNC(=O)c1ccccc1NC(=O)c1cccc(S(=O)(=O)N2CCC(C)CC2)c1
5,12,CC(=O)c1c(N2CCCCC2)nc(=O)n(-c2ccccc2)c1C
0,-6,CCOc1ccccc1OCC(=O)Nc1nnc(COC)s1
0,3,OCCNc1ncnc2c1c(-c1ccccc1)c(-c1ccccc1)n2Cc1ccco1

# Continued.
S aureus QS inh,S aureus QS inh GFP MFI %,SMILES
0,1,CCC(CO)Nc1ncnc2c1cnn2-c1ccc(Cl)cc1 (stereo not drawn)
-3,-11,Cn1c(=O)c2ccccc2n(Cc2ccccc2F)c1=O
10,26,COCCCn1c(=N)c(C(=O)NCC2CCCO2)cc2c(=O)n3cccc(C)c3nc21 (stereo not drawn)
0,-2,CCOC(=O)N1CCC(NC(=O)CN2C(=O)CCSc3ccccc32)CC1
2,10,Brc1ccc(C2=Nn3c(nnc3-c3cccnc3)SC2)s1
-12,-39,O=P(O)(O)c1ccccc1OCCCCCOc1ccccc1P(=O)(O)O
6,27,Cc1cc(C)c2cc(CN(CC3CCCO3)C(=O)NC3CCCCC3)c(=O)[nH]c2c1 (stereo not drawn)
3,18,CCOC(=O)N1CCC(Nc2c(N3CCN(c4cccc(C(F)(F)F)c4)CC3)c(=O)c2=O)CC1
38,60,C/C(=N/N=C1/NC(=O)CC(C(=O)Nc2ccccc2)S1)c1cccs1 (stereo not drawn)
-3,-8,O=C(O)CCc1ccc(-c2cccs2)n1NC(=O)c1ccccc1Br
-3,-6,CC(=O)Nc1ccc(S(=O)(=O)NCC2CCC(C(=O)N3CCN(c4ccccn4)CC3)CC2)cc1 (stereo not drawn)
0,3,CCN=C(Nc1cccc(F)c1)SC1CC(=O)N(c2ccc(OC)cc2)C1=O (stereo not drawn)
-6,-13,COc1cc(OC)c(NC(=O)CCc2nc(-c3cccs3)no2)cc1Cl
0,7,COc1ccc2nc(/N=C\N(C)C)sc2c1
6,36,Cc1ccc2oc(=O)c3cnn(CC(=O)N4CCN(c5ccccn5)CC4)c3c2c1

# Additional structures follow.
S aureus QS inh,S aureus QS inh GFP MFI %,SMILES
1,3,O=C1CC2(CCCCC2)Oc2ccc(O)cc21
-2,-7,COc1cccc2sc(Nc3nnc(-c4cccs4)o3)nc12
0,-12,COC(=O)c1cc(Br)ccc1OC(=O)c1cccnc1
1,18,COc1ccc(-c2noc(CCC(=O)Nc3cc(OC)ccc3OC)n2)cc1
8,16,O=C(NCc1ccc(Cl)cc1)c1noc2c1CCCCC2
4,6,CC1CN(C(=O)CSc2nnc(-c3ccc(Cl)cc3)n2C)CC(C)O1 (stereo not drawn)
3,5,CCS(=O)(=O)N1CCCC(C(=O)NC2CCCCC2)C1 (stereo not drawn)
-2,-3,CC(C(=O)NCC1CCCO1)n1cccc1C(=O)c1ccccc1 (stereo not drawn)
0,14,COc1cc(OC)cc(-c2cc3nc(C)c(CCC(=O)O)c(C)n3n2)c1
-2,-17,CCCN(CCC)S(=O)(=O)c1ccc(C(=O)O)cc1
0,17,Clc1ccc(C2=Nn3c(nnc3-c3cccnc3)SC2)s1
-5,-33,COc1cc(C2N(c3cc(C)on3)C(=O)C3CCCN32)cc(OC)c1OC (stereo not drawn)
-3,-4,CSC1=NCCN1C(=O)C(C)(C)Oc1ccc(Cl)cc1
2,13,Cc1onc(-c2ccccc2)c1C(=O)NC(C)C
-7,-13,COc1ccc(-c2cc(N)n(S(=O)(=O)Cc3ccccc3)n2)c(OC)c1

# A run of entries taken from the entries so far:
S aureus QS inh,S aureus QS inh GFP MFI %,SMILES
38,60,C/C(=N/N=C1/NC(=O)CC(C(=O)Nc2ccccc2)S1)c1cccs1 (stereo not drawn)
-3,-8,O=C(O)CCc1ccc(-c2cccs2)n1NC(=O)c1ccccc1Br
-3,-6,CC(=O)Nc1ccc(S(=O)(=O)NCC2CCC(C(=O)N3CCN(c4ccccn4)CC3)CC2)cc1 (stereo not drawn)
0,3,CCN=C(Nc1cccc(F)c1)SC1CC(=O)N(c2ccc(OC)cc2)C1=O (stereo not drawn)
-6,-13,COc1cc(OC)c(NC(=O)CCc2nc(-c3cccs3)no2)cc1Cl
0,7,COc1ccc2nc(/N=C\N(C)C)sc2c1
6,36,Cc1ccc2oc(=O)c3cnn(CC(=O)N4CCN(c5ccccn5)CC4)c3c2c1
1,3,O=C1CC2(CCCCC2)Oc2ccc(O)cc21
-2,-7,COc1cccc2sc(Nc3nnc(-c4cccs4)o3)nc12
0,-12,COC(=O)c1cc(Br)ccc1OC(=O)c1cccnc1
1,18,COc1ccc(-c2noc(CCC(=O)Nc3cc(OC)ccc3OC)n2)cc1
8,16,O=C(NCc1ccc(Cl)cc1)c1noc2c1CCCCC2
4,6,CC1CN(C(=O)CSc2nnc(-c3ccc(Cl)cc3)n2C)CC(C)O1 (stereo not drawn)
3,5,CCS(=O)(=O)N1CCCC(C(=O)NC2CCCCC2)C1 (stereo not drawn)
-2,-3,CC(C(=O)NCC1CCCO1)n1cccc1C(=O)c1ccccc1 (stereo not drawn)
0,14,COc1cc(OC)cc(-c2cc3nc(C)c(CCC(=O)O)c(C)n3n2)c1
-2,-17,CCCN(CCC)S(=O)(=O)c1ccc(C(=O)O)cc1
0,17,Clc1ccc(C2=Nn3c(nnc3-c3cccnc3)SC2)s1
-5,-33,COc1cc(C2N(c3cc(C)on3)C(=O)C3CCCN32)cc(OC)c1OC (stereo not drawn)
-3,-4,CSC1=NCCN1C(=O)C(C)(C)Oc1ccc(Cl)cc1
2,13,Cc1onc(-c2ccccc2)c1C(=O)NC(C)C
-7,-13,COc1ccc(-c2cc(N)n(S(=O)(=O)Cc3ccccc3)n2)c(OC)c1

# Following part.
S aureus QS inh,S aureus QS inh GFP MFI %,SMILES
-7,-43,Cn1c(COc2ccc(Cl)cc2)nc2ccccc2c1=O
3,20,O=C(CSc1nnc(-c2ccccc2Cl)n1Cc1ccco1)Nc1ccc2c(c1)OCCO2
-1,-13,O=C(Cn1c(=O)oc2ccccc21)Nc1ccc(S(=O)(=O)N2CCCCC2)cc1
7,12,CC(C)Cn1c(=O)c(C2=NS(=O)(=O)c3ccccc3N2)c(O)c2ccccc21
5,1,COc1cccc(OCc2nc3ccccc3[nH]2)c1
-2,-12,CC1=C(C(=O)Nc2ccccc2C)C2(CCCC2)C(C(N)=O)C(=O)N1 (stereo not drawn)
-5,-7,CC(C)N(C)C1CCN(C(=O)Nc2ccc(Cl)cc2)CC1
-2,8,CCOC(=O)N1CCC(c2[nH][nH]c(=O)c2C)CC1
0,3,C=CCn1c(=O)[nH]c2cc(C(=O)N3CCN(c4cc(C)ccc4C)CC3)ccc2c1=O
13,26,Cc1c(C(=O)N2CCCCC2)oc2ccc(S(=O)(=O)N3CC(C)CC(C)C3)cc12 (stereo not drawn)
1,12,COc1ccc(S(=O)(=O)Cc2ccc(C(=O)N3CCC(C(N)=O)CC3)o2)cc1
1,19,O=C(Nc1ccccc1)c1cnc2n(c1=O)CCS2
0,4,CC(=O)Nc1ccc(OCC(O)Cn2nc(C)nc2C)cc1 (stereo not drawn)
